# Bioassay records deposited in PubChem by National Center for Advancing Translational Sciences (NCATS).
# HEK293 viab = GF-AFC viability counterscreen for inhibitors of alpha-synuclein gene (SNCA) expression | HEK-293-SNCA-luc viability, GF-AFC fluorescence, 24 h | Potency, µM (titrated, usually from 57.1 µM), for inactives: top-dose activity change, negative = cytotoxicity, usual class: cytotoxic | actives 0.12% (n = 150,000);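 note: potency is the fitted concentration of half-maximal effect; 0% = DMSO-treated cells and -100% = medium-only wells without cells; nearly all actives have a fitted effect of over 30% in size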
#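 HEK-293-SNCA-luc cells (1500/well) plated 24 h, then exposed 24 h to a dilution series; GF-AFC added 30 min at 37C, fluorescence 405/540 nm; normalised to medium-only and DMSO wells, Hill fit.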
# Luciferase inh = Firefly luciferase inhibition profiling of diverse chemical library using quantitative high-throughput screening | Luciferin 4-monooxygenase (Photinus pyralis), P08659 | purified P. pyralis luciferase, luminescence, biochemical | Potency, µM (series often up to 115 µM), without a hit: at the top dose activity change, negative = inhibition, hits mostly inhibitors | actives 2.5% (n = 76,000) | AID 1347043, 2019; note: potency is the fitted concentration of half-maximal effect; nearly all actives have a fitted effect of over 65% in size
# Target sequence (P08659 whole entry, looked up): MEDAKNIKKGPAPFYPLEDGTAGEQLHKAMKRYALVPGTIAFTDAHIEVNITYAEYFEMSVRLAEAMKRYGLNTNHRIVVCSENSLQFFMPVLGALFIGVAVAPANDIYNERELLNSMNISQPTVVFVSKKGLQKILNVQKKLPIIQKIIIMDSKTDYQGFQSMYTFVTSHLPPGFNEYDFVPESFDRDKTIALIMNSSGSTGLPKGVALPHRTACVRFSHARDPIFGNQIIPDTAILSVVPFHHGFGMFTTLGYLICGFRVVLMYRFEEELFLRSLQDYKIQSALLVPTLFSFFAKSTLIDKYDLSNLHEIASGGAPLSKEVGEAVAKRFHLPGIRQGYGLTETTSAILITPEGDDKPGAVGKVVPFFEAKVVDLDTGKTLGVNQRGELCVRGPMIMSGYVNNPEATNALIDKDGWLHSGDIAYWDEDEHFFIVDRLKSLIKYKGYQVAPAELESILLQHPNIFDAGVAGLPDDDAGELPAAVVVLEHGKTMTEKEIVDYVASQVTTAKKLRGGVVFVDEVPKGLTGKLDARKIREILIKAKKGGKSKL
#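 Luminescence read by CCD imaging after purified firefly luciferase (10nM final) was added to substrate buffer holding 10uM D-luciferin and 10uM ATP, pH 7.5, pre-dosed with compound.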
# HEK cytotox = Cytotoxic Profiling in HEK 293 Cell Line of Diverse Libraries Using Quantitative High-Throughput Screening. Potency, µM (highest dose often 115 µM), for the others: top-dose activity change, negative = cytotoxicity, actives largely listed as inhibitors. actives 6.6% (n = 94,000). HEK 293 viability, ATP luminescence (CellTiter-Glo), 48-72 h; note: potency is the fitted concentration of half-maximal effect; nearly all actives have a fitted effect of over 60% in size
#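 HEK 293 cells at 250 cells/well were exposed to compounds by pintool transfer for 48 or 72 hr at 37 degree Celsius, 5% CO2. Viability was read as ATP-coupled luminescence with CellTiter-Glo after 10 min at room temperature.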
# 3T3 cytotox = Cytotoxic Profiling in NIH 3T3 Cell Line of Diverse Libraries Using Quantitative High-Throughput Screening | NIH 3T3 viability, CellTiter-Glo ATP luminescence, 48-72 h | Potency, µM (titrated, usually from 96.7 µM), without a hit: at the highest dose activity change, negative = cytotoxicity, usual class: inhibitors | actives 4.3% (n = 94,000) | AID 1345082, 2018; note: potency is the fitted concentration of half-maximal effect; nearly all actives have a fitted effect of over 55% in size
#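 NIH 3T3 cells at 400 cells/well received 23 nL of compound by pintool and were incubated 48 or 72 h at 37 °C. Viability was read as ATP-coupled CellTiter-Glo luminescence.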
# SNCA expr inhib = Primary qHTS assay for inhibitors of alpha-synuclein gene (SNCA) expression. actives 0.17% (n = 140,000). Potency, µM (doses to about 57.2 µM), without a hit: at the top dose activity change, negative = inhibition, usual class: inhibitors. HEK-293 SNCA-luciferase knock-in, luminescence, 24 h. AID 1671194, 2021;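 note: potency is the fitted concentration of half-maximal effect; plate controls were DMSO cells for no effect and cell-free wells for full effect; nearly all actives have a fitted effect of over 45% in size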
# GPT2 inhibitor = Primary qHTS assay for inhibitors of Glutamate pyruvate transaminase 2 (GPT2) | Alanine aminotransferase 2 (Homo sapiens), Q8TD30 | Recombinant GPT2, coupled pyruvate oxidase/HRP Amplex Red fluorescence | Potency, µM (titrated, usually from 57.7 µM), for the others: at the top dose activity change, negative = inhibition, hits mostly inhibitors | actives 0.25% (n = 100,000); note: potency is the fitted concentration of half-maximal effect; nearly all actives have a fitted effect of over 60% in size; many of its hits are not listed in these tables
#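 Fluorescence of coupled pyruvate oxidase/HRP/Amplex Red system (50uM Amplex, 30 min, dark) reports pyruvate formed by GPT2. Enzyme reaction: 10ng/uL GPT2, 2mM L-alanine, 250uM a-KG, 30 min room temperature, pH 7.5; 50uM AOA control.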
# IP6K1 inh = Primary qHTS assay for small molecule inhibitors of Inositol hexaphosphate kinase 1 (IP6K1). AID 1645851, 2021. activity change, % (series mostly up to about 58 µM). IP6K1 kinase, ADP-Glo luminescence, 2 h; hits give low values. Inositol hexakisphosphate kinase 1 (Homo sapiens), Q92551. actives 0.81% (n = 140,000); in the data active = activity change below about -25%
# Target sequence (Q92551 whole entry, looked up): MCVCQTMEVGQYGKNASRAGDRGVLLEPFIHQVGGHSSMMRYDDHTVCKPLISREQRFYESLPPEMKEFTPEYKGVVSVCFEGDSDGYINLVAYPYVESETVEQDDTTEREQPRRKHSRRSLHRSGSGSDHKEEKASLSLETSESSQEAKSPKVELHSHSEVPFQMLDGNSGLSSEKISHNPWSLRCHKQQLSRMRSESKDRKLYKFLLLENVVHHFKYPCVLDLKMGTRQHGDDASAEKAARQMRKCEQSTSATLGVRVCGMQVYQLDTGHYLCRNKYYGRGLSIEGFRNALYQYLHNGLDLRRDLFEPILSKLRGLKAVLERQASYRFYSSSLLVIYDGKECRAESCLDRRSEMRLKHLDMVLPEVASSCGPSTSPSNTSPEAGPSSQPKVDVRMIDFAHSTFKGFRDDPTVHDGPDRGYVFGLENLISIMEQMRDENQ
#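 ADP-Glo luminescence measures ADP made by human IP6K1 during a 2 h RT reaction with ATP/IP6 (mix at 1.3 mM/130 uM); top library doses 57.5 and 19.1 uM final.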
# Active calls of the source: *; i = inactive; ? = inconclusive; · = not tested or not shown; & = joins results of further samples; [ ] = remark or other dose. Unless noted, calls come from the whole dose curve; as a rule, active = well fitted curve in the direction sought with a large enough effect; inconclusive = small, poorly fitted or top-dose-only effect, or another doubt; inactive = no such curve, though single readings can be large; an effect the other way counts as inactive or inconclusive. Unless noted, % is set by controls: 0 for no effect and ±100 for the full control effect. The list is partial, so the mix of outcomes need not match the whole.
SMILES,HEK293 viab,Luciferase inh,HEK cytotox,3T3 cytotox,SNCA expr inhib,GPT2 inhibitor,IP6K1 inh
CCc1ccc(NC(=O)Cn2nc3c(cc2=O)CCCCC3)cc1,-1%,2%,1%,3%,0%,-6%,9
COCC(=O)N1CCc2nc(C)nc(NCc3cc(C)nn3C)c2CC1,-7%,4%,2%,3%,-10%,i,4
O=C(O)c1cc([N+](=O)[O-])ccc1NCCCc1ccccc1,-29%,·,·,·,8%,i,·
COc1ccc(C(=O)NCc2ccc3c(c2)CCN3C(=O)c2ccncc2)cc1,2%,·,·,·,25%,·,-8
Cc1cc2nn(-c3ccccc3)nc2cc1NC(=O)COc1ccc(Cl)cc1,-7%,·,·,·,82%[activator],·,5
Cc1ccccc1CN1C(=O)C(O)(CC(=O)c2cccc(Br)c2)c2ccccc21 (stereo not drawn),0%,·,·,·,?,·,-12
COCCCNC(=O)c1ccc2nnc(-c3ccc(OC(F)(F)F)cc3)n2c1,6%,·,-22%,-29%,77%[activator],-24%,18
COc1ccc(C(=O)N2CCC(C(=O)N3CCC(N4Cc5cccn5C4=O)CC3)CC2)cc1,-1%,·,-27%,-29%,-10%,i,5
CN1C(=O)CC(C(=O)O)C12CCN(C(=O)NCCc1ccccc1F)CC2 (stereo not drawn),2%,9%,i,i,-14%,1%[11.5 µM],9
O=C(Nc1ccccc1Cl)N1CC(c2nnc(-c3ccncc3)o2)C2(CCOCC2)C1 (stereo not drawn),-14%,3%,-24%,-22%,-14%,-5%,10
Cc1nc(N2CCCC2)ncc1C(=O)Nc1ccccc1,0%,·,·,·,18%,·,-17
Cc1ccc(CNC(=O)CSCc2ccccc2C)cc1,4%,·,·,·,114%[activator],·,16
C#CCNC(=O)c1ccc2nnc(Cc3ccc(OC)cc3)n2c1,-3%[87.6 µM],·,i,-17%[138 µM],7%[87.6 µM],i,-10
O=C(C1CC1)N1CCC2(CC1)CCN(CCc1ccccc1)c1ccccc1O2,-6%,?,?,-30%,131%[activator],i,7
CCOC(=O)c1c(NC(=O)CSc2cn(CCNC(=O)c3ccc(OC)c(OC)c3)c3ccccc23)sc2c1CCCC2,10%,·,·,·,-20%,·,11
O=C1CC(c2ccc(Br)cc2)c2c(ccc3ccccc23)N1 (stereo not drawn),-9%,·,·,·,?,·,8
Cn1nccc1C(=O)NC1CCCN(c2cc(-c3ccc(F)cc3)[nH]n2)C1 (stereo not drawn),-7%,?,?,-30%,?,?,1
CC1CCN(C(=O)CN2C(=O)NC3(CCC(C(C)(C)C)CC3)C2=O)CC1 (stereo not drawn),-6%,-7%,?,-10%,?,5%,3
Cc1nc2n(c1C(=O)NCC1CC1)CCC(Nc1ccc(F)cc1)C2 (stereo not drawn),-4%[87.6 µM],-1%[172 µM],?,-19%[138 µM],-10%[87.6 µM],4%[88.5 µM],6
CC(C)Cn1c(=O)c(C(=O)NCC(F)F)nc2cccnc21,-11%[87.6 µM],·,-7%[172 µM],-24%[138 µM],13%[87.6 µM],i,8
FC(F)(F)c1cccc(Nc2c3c(nc4ccc(Cl)cc24)CCC3)c1,-26%,·,·,·,?,·,-8
COc1ccccc1OCc1cc(C(=O)N(C)CC2Cc3ccccc3O2)n[nH]1 (stereo not drawn),2%,-15%,?,?,0%,2%,3
COc1ccccc1-c1ccc(C(=O)N2CCC(C(=O)NC3CCCC3)CC2)cc1,3%[12.5 µM],·,28µM*,?,-7%,-17%,5
COc1ccc(CN2C[C@@H](F)[C@@H](OCc3nc4ccccc4o3)C2)cn1,-1%[87.6 µM],-4%[172 µM],?,?,-10%[87.6 µM],3%[88.5 µM],-10
Cc1nn(-c2ccccn2)c(C)c1[C@@H]1C=C[C@@H](NC(=O)CC(C)(C)CC(=O)O)C1,3%[87.6 µM],4%[172 µM],?,-18%[174 µM],10%[87.6 µM],0%[88.5 µM],-4
SMILES,HEK293 viab,Luciferase inh,HEK cytotox,3T3 cytotox,SNCA expr inhib,GPT2 inhibitor,IP6K1 inh
CC1CCN(CCCNC(=O)CN2C(=O)CSc3ccc(S(=O)(=O)N4CCOCC4)cc32)CC1,0%,·,·,·,-4%,·,5
O=C(Nc1cccc(-c2nnc3n2CCCC3)c1)c1ccncc1,16%,-2%,3%,i,29%,i,13
CC(C)Cn1c(=O)c(C(=O)NCC2CC2)nc2cccnc21,-10%[87.6 µM],·,?,?,7%[87.6 µM],-7%[88.5 µM],7
CC(NC(=O)CCc1conc1-c1ccccc1)c1ccc(F)cc1 (stereo not drawn),0%,18µM*,?,-3%,68%[activator],5%,24
COc1ccc2[nH]c3c(c2c1)CCN(C)C31CCN(C(=O)c2ccc3ncccc3c2)CC1,-11%[12.5 µM],9%,?,?,-1%,i,12
N#CC1CCN(C(=O)c2cc(Br)cn3ccnc23)CC1,2%&-13%[87.6 µM],-5%&3%[172 µM],i,-7%&-4%[138 µM],-12%&2%[87.6 µM],2%[88.5 µM],2&-12
C=CCCC(=O)N1[C@@H](c2ccco2)[C@@H](C(=O)NC)C[C@]12CCCCN(CCO)C2=O,·,·,?,-42%,·,·,-6
COc1cccc(NC(=O)Cn2c(-c3ccccc3)nc(C)cc2=O)c1,-3%,0%,?,-26%,3%,-7%,5
Cc1noc(C)c1S(=O)(=O)N(C)C1CCCc2ccccc21 (stereo not drawn),-10%[87.6 µM],-1%[172 µM],?,-22%[138 µM],-22%[87.6 µM],i,-5
Cc1ccc(CNC(=O)N(C)CC2CCOC2)cc1 (stereo not drawn),-4%,0%,11%,i,-12%,i,23
CCCNc1cc(N2CCC(CCC(=O)Nc3cc(C)ccc3OC)CC2)ncn1,-30%,?,?,?,-13%,-4%,17
Cc1nc2c(s1)C[C@]1(C)CCC([C@H](C)C(=O)N3CCOCC3)[C@H](O)[C@H]1[C@@H]2C (stereo partly drawn),3%[87.6 µM],-1%[172 µM],-12%[172 µM],-18%[138 µM],37%[activator][87.6 µM],-4%[88.5 µM],-10
COc1ccc(CNC(=O)N2CCC3(CC2)CC(N(C)Cc2ccccc2)CCO3)cc1 (stereo not drawn),7%,-8%,1%,1%,-8%,-1%,10
Cc1ccc(S(=O)(=O)N2CCC(OC3CCN(Cc4ccccc4)CC3)CC2)c(C)c1,0%,16%,?,32µM*,-25%,i,-7
O=C(NCc1ccccc1Cl)C1CCN(C(=O)c2ncn3c2COC(c2ccccc2)C3)CC1 (stereo not drawn),13%,14µM*,13%,1%,54%[activator],?,9
Cc1nc2ccccc2n1Cc1ccc(Cl)cc1,2%[23.9 µM],·,·,·,-12%[25.6 µM],-2%,12
CCOc1ccc(CN2CCC3(Cc4ccccc4CNC3=O)C2)cc1 (stereo not drawn),-7%,·,?,-19%,0%,-4%,-9
Cc1ccc2c(n1)O[C@@H](COCc1ccccc1)CN(Cc1cccs1)C2=O,-14%[23.9 µM],·,32µM*,25µM*,-18%[25.6 µM],3%[27.3 µM],0
Cc1ccc(Cn2c(CNS(=O)(=O)c3c(C)cc(C)cc3C)nc3cccnc32)cc1,-14%,·,·,·,?,·,-5
Cc1ccc(C(=O)N2CCC3(CC2)CNC(=O)c2ccccc2O3)cc1,-14%,1%,-21%,-15%,-28%,i,13
c1ccc(-c2noc(-c3nc(C4CC4)no3)n2)cc1,-1%,2.5µM*,?,-6%,29%,i,2
CC(C)c1noc(-c2cccn3c(CNC(=O)c4ccco4)nnc23)n1,5%,11%,-6%,4%,-17%,4%,-2
O=C(c1ccc(F)cc1)N1CCN(C(=O)c2nnn3c2COC(c2ccc(Cl)cc2)C3)CC1 (stereo not drawn),-26%,-6%,40µM*,?,?,0%,25
CC(=O)NC(Cc1ccccc1)C(=O)NC(C(=O)O)C(C)C (stereo not drawn),-36%,·,·,·,·,i,-6
COc1ccc(CCC(=O)NCc2cc3n(n2)CCN(C(=O)N(C)C)C3)cc1,3%,-2%,1%,-7%,-31%,-3%,31
SMILES,HEK293 viab,Luciferase inh,HEK cytotox,3T3 cytotox,SNCA expr inhib,GPT2 inhibitor,IP6K1 inh
Cc1ccc(NC(=O)CCCc2nnc3n(C)c(=O)c4sccc4n23)cc1F,-5%,·,·,·,-4%,·,15
Cc1ccc(C(=O)N2CC(N3C(=O)c4c(c(C)nn4-c4ccccc4)C3C3CC3)C2)cc1 (stereo not drawn),·,·,-30%,-15%,·,·,5
CN(C)c1ccc(CNC(=O)C2CCCN(S(=O)(=O)c3ccc4c(c3)oc(=O)n4C)C2)cc1 (stereo not drawn),4%,·,·,·,1%,·,-6
COc1ccc(Nc2ccnc(N3CCN([S+](=O)([O-])c4ccc(C)cc4)CC3)n2)cc1,-14%,·,-28%,?,-8%,-8%,-9
COc1ccccc1CNC(=O)CCn1nc(C)c2c(C)n(-c3ccccc3)nc2c1=O,-1%,·,·,·,3%,·,21
O=C1[C@H]2CN(Cc3ccc(C(F)(F)F)cc3)C[C@H]2C(=O)N1Cc1ccc2c(c1)OCO2,6%,0%,?,?,-27%,i,-12
CN1C(=O)CC(C(=O)Nc2ccc(C(=O)O)cc2)SC1=Nc1ccc(Cl)cc1 (stereo not drawn),13%,·,·,·,-3%,·,11
COC[C@@H]1[C@H](NC(=O)CN2CCN(c3cccc(C)c3)CC2)[C@@H]2CCO[C@H]12,3%,15%,-26%,-8%,-17%,i,7
CCN1CCN(C(=O)CC2CCCN(c3cnn(CC)c(=O)c3)C2)CC1 (stereo not drawn),1%,-3%,9%,i,2%,i,11
Cc1cccc(Cn2c(CN3CCC(C(=O)NCCc4ccccc4)CC3)cc3ccccc32)c1,-12%,·,·,·,-27%,·,57
